PhoP GFP inhibition = Inhibition of PhoP regulon, Salmonella typhi GFP reporter cells, confirmation, 4 h (AID 1850) | hit rate 0.33% among 310,000 | Salmonella Typhi PhoP-promoter GFP reporter, fluorescence, 4 h; higher % means a stronger effect | one-dose inhibition, % at 50 µM; IC50 in µM for titrated hits; in the data active means a potency from the dose series; inconclusive means inhibition mostly from about 25% at the one dose, without a potency; inactive means the rest, 99 in 100 with inhibition below about 19%;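 further: 0% = induced wells with vehicle and 100% = uninduced wells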
H37Rv inhibition = M. tuberculosis growth inhibition, HTS (AID 449762). hit rate 0.59% among 330,000. M. tuberculosis H37Rv growth inhibition, 7H9 media; higher % means a stronger effect. one-dose inhibition, % at 25 µM; IC50 in µM for titrated hits; in the data active means a potency from the dose series; inconclusive means inhibition above about 70% without an active follow-up result;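 further: bacterial growth assessed after seven days of incubation; strong numbers were not always called active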
H1N1 NS1A inhibition = H1N1 influenza NS1A inhibitors, functional cell based assay (AID 504329) | hit rate 0.3% among 340,000 | NS1A functional cell-based assay, percent inhibition; higher % means a stronger effect | inhibition, % at 12.5 µM; hits with a dose series show IC50 in µM; in the data active means a potency from the dose series; inconclusive means inhibition above about 27% without an active follow-up result; further: strong numbers were not always called active
VEEV TC-83 Vero = inhibitors of VEEV TC-83 cytopathic effect, confirmation, Vero cells (AID 588727) | hit rate 0.13% among 350,000 | Vero cells, VEEV TC-83 cytopathic effect inhibition; higher % means a stronger effect | one-dose inhibition, % at 20 µM; IC50 in µM for titrated hits; in the data active means a potency from the dose series; inconclusive means inhibition mostly from about 14% at the one dose, without a potency; inactive means the rest, 99 in 100 with inhibition below about 12%; further: strong numbers were not always called active
M. tuberculosis = growth inhibition of non-replicating M. tuberculosis (AID 488890); Mycobacterium tuberculosis non-replicating, growth inhibition; higher % means a stronger effect; inhibition, % at 25 µM, or IC50 in µM where a hit was titrated; hit rate 0.39% among 320,000; in the data active means a potency from the dose series; inconclusive means inhibition mostly from about 82% at the one dose, without a potency; inactive means the rest, 99 in 100 with inhibition below about 76%;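 further: plate controls were DMSO cells for no effect and high antibiotic wells for full effect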
VEEV TC-83 Vero 10K pilot screen = also measured in VEEV TC-83 Vero; calls as there; inhibition, %; measured here: 10K pilot screen inhibition
* = called active by the depositor; i = inactive; ? = inconclusive; / = no result given; & = joins results of further samples.

SMILES | PhoP GFP inhibition | H37Rv inhibition | H1N1 NS1A inhibition | VEEV TC-83 Vero | M. tuberculosis | others
Cc1cccc(C)c1NC(=O)C(c1ccccc1)N1CC(=O)Nc2ccccc21 (stereo not given) | 2% | -17% | 1% | 0.5% | /
CS(=O)(=O)N(CC(=O)N1CCOCC1)c1cccc(F)c1 | -9% | -3% | 1% | 1.4% | 9%
Cc1cc(C)n2nc(N)c(N=Nc3cccc(Cl)c3)c2n1 | -3% | ? | -3% | 3.0% | /
Cc1ccc(OCCOC(=O)Nc2ccccc2)cc1 | -2% | 3% | 3% | 1.0% | 18%
CC(C)COc1ccc(C(=O)Nc2ccc(SC(F)F)cc2)cc1 | -4% | 13% | -20% | 0.7% | 52%
Cc1cc(C)c2[nH]c(=O)c(CN(CC3CCCO3)C(=S)Nc3ccccc3)cc2c1 (stereo not given) | -2% | 7% | 1% | 9.8% | -12%
Cc1ccc(S(=O)(=O)N2CCN(Cc3nnc(-c4c(-c5ccccc5)noc4C)o3)CC2)cc1 | / | 1% | -5% | 6.8% | 9%
CCOC(=O)N1CCN(C(=O)CCc2ccccc2)CC1 | -1% | 6% | -1% | 1.7% | 73%
CCc1nn2c(=O)cc(COC(=O)c3cc(Cl)c(OC)c(OC)c3)nc2s1 | / | -3% | -7% | 1.1% | 4%
COc1ccc(C(=O)NNC(=O)c2ccc(C)cc2)cc1S(=O)(=O)N1CCCC1 | 10% | 2% | -3% | 0.7% | 0%
CCOC(=O)N1CCN(C(=O)C2CCN(C(=O)Nc3ccccc3)CC2)CC1 | / | 2% | 4% | i | 6%
COc1ccccc1C1=Nn2c(nnc2C2CCCCC2)SC1 | 2% | ? | 10% | 3.3% | i
CS(=O)(=O)N1CCC(Oc2cccc(C(=O)NCCCC3CCCC3)c2)CC1 | -4% | 22% | 51% | 5.2% | 32%
CCN(CC)CCCNC(=O)c1ccc(C)c(NC(=O)C2=C(C)OCCS2)c1 | 4% | -2% | 1% | i | -19%
COc1ccccc1N1C(=O)CSC1=S | -5% | 1% | 0% | 0.4% | 4%
Cc1ccc(CNc2cnn(C34CC5CC(CC(C5)C3)C4)c(=O)c2Cl)cc1 | -4% | 7% | 13% | i | -6%
Cc1cccn2c(=O)nc(SCC(=O)Nc3ccc4c(c3)OCCO4)nc12 | -4% | -3% | 9% | 0.9% | -9%
CC(C(=O)Nc1ccc(S(=O)(=O)N2CCCC2)cc1)N(C)CC(=O)Nc1cccc(F)c1 (stereo not given) | / | 0% | 13% | 6.3% | 19%
Cc1ccc(C(=O)NC(Cc2c[nH]c3ccccc23)C(=O)O)o1 (stereo not given) | -10% | 3% | -9% | i | 0%
Brc1cnc2nc(SC/C=C/c3ccccc3)[nH]c2c1 | 6% | -6% | -1% | i | ?
O=C(O)CN(c1cccc(C(F)(F)F)c1)S(=O)(=O)c1ccccc1 | 3% | -1% | -6% | 0.7% | -16%
COc1ccc(NC(=O)NC(C)c2ccc3c(c2)OCO3)cc1OC (stereo not given) | -3% | -3% | 14% | 0.2% | -9%
COc1ccccc1CNC(=O)C1CCN(S(=O)(=O)c2ccc(N3CCCC3=O)cc2)CC1 | -4% | 7% | -1% | 1.5% | 12%
CC1(C(=O)N(CC(=O)NC2CCCC2)Cc2ccco2)CC(=O)N=C2C=CC=CN21 (stereo not given) | -2% | -7% | -1% | 2.3% | 13%
COc1cc2c(cc1OC)CN(Cc1cc(=O)oc3cc(C)c(Cl)cc13)CC2 | 4% | -5% | -1% | 2.5% | 45%
(further entries)
SMILES | PhoP GFP inhibition | H37Rv inhibition | H1N1 NS1A inhibition | VEEV TC-83 Vero | M. tuberculosis | others
COc1cc(/C=N/NC(=O)c2cccc([N+](=O)[O-])c2)cc(OC)c1O | -2% | 7% | -6% | 1.1% | -15%
COc1ccc(C(=O)NCCc2ccccc2F)cc1OC1CCN(C(C)=O)CC1 | 11% | 18% | -6% | 6.8% | 8%
CC(=O)OCCCNc1cc(SCc2ccco2)c2nonc2c1[N+](=O)[O-] | 0% | ? | 10% | 8.7% | ?
CCn1c(=N)n(CC(=O)c2ccc(OC)cc2)c2ccccc21 | 18% | -4% | 4% | i | 5%
CNC(=S)NC(CC(=O)OC)c1ccc2c(c1)OCO2 (stereo not given) | 4% | -3% | 9% | i | 6%
COc1cc(OC)cc(-c2sc3ccc(OC)cc3c2C#CCCO)c1 | / | ? | 0% | 5.9% | 43% | VEEV TC-83 Vero 10K pilot screen=7.6
Cc1cc(=O)c2cc3nc(-c4cccnc4)oc3c(Br)c2o1 | -12% | 8% | / | / | -16%
COc1ccccc1N1CCN(C/C(O)=C(\C#N)c2nc(-c3ccccc3)cs2)CC1 | 9% | -17% | -5% | 0.6% | 44%
N#CC(C#N)=Cc1cccnc1 | -7% | -6% | -17% | 0.9% | 5%
Cc1cccc(C)c1NC(=O)CNC(=O)c1cn(-c2ccccc2)nc1-c1ccccc1 | 4% | 5% | -6% | 11% | 42%
Cc1ccc(NC(=O)N2CCCC2C(=O)NCCC2=CCCCC2)cc1 (stereo not given) | -5% | -2% | -33% | i | 13%
Cc1ccc2c(c1)NC(=O)CC(c1ccccc1)=N2 | -2% | 7% | -9% | 3.1% | 11%
CC1=NOC(=O)/C1=C\c1ccc2c(c1)OCO2 | 14% | -4% | -4% | 3.1% | 7%
Cc1noc(C)c1C(=O)Nc1ccc2ccccc2c1 | -1% | -15% | 1% | 2.6% | -1%
NC(=NC(=O)c1ccccc1)N1N=CCC1c1ccccc1 (stereo not given) | -8% | 3% | 4% | 7.5% | -7%
NC(=O)c1cc2ccccc2o/c1=N\NC(=O)c1ccc(F)cc1 | -8% | 2% | 6% | 11% | 74%
COCC(C)n1c(-c2ccc3c(c2)NC(=O)CO3)csc1=Nc1ccc(OC(F)F)cc1 (stereo not given) | 8% | 5% | -4%&9% | 4.9%&1.5% | 12%
C=CCn1c(O)c(C(CC)=Nc2ccc3c(c2)CCC3)c(=O)[nH]c1=O | 6% | ? | 3% | 1.0% | 34%
CCC(C)c1ccccc1N1CC(C(=O)N(C)CC(=O)Nc2cccc(F)c2)CC1=O (stereo not given) | 7% | 4% | -1% | 5.1% | 8%
O=C(CN1C(=O)c2ccccc2S1(=O)=O)c1ccc(O)c(O)c1 | 3% | -5% | 10% | i | -7%
CCc1noc(C)c1C(=O)N1CCN(S(=O)(=O)c2ccc(Cl)cc2)CC1 | / | -8% | -15% | 1.1% | -2%
Cc1ccc(C(=O)N/C(=C\c2cccs2)C(=O)NCCCn2ccnc2)cc1C | -21% | 4% | 8% | 0.1% | 7%
Cc1cc(C(=O)NNC(=O)COc2c(C)cc(Br)cc2C)n[nH]1 | -7% | -6% | -12% | 0.2% | -12%
Cn1c(=O)c2[nH]c(=O)cnc2n(C)c1=S | -9% | -5% | 3% | i | -16%
Oc1ccc(C[C@H]2CNC(=S)N2CC2CCCN2C[C@H](Cc2ccc(O)cc2)N2C[C@H](Cc3ccccc3)N(CC3CCCCCC3)C2=S)cc1 (stereo not given in full) | / | / | -20% | 0.4% | /
(further entries)
SMILES | PhoP GFP inhibition | H37Rv inhibition | H1N1 NS1A inhibition | VEEV TC-83 Vero | M. tuberculosis | others
CC(C)(CC(=O)O)CC(=O)Nc1ccc(Oc2ccc(C(C)(C)C)cc2)nc1 | 2% | 1% | / | 0.6% | -11%
CC(C)(C)C(=O)NC(=S)Nc1ccccn1 | -7% | 5% | 2% | 1.6% | 6%
O=C(N/N=C/c1ccco1)c1cc(Br)ccc1OCc1ccccc1 | 1% | 1% | 8% | 0.6% | 32%
Cc1ccc(CN2C(=O)CC(Nc3ccc(N4CCOCC4)cc3)C2=O)cc1 (stereo not given) | -4% | 6% | 12% | 0.7% | 19%
O=C(CSc1nc2nn(-c3ccccc3)c(=O)c-2c2n1CCCCC2)NCCCc1ccccc1 | -7% | 0% | 0% | 8.2% | 28%
COC(=O)c1ccc(CN2CCC(n3nccc3NC(=O)C3CC3)CC2)cc1 | -2% | -3% | -11% | 0.3% | -8%
Cc1cccc(NC(=S)N2CCCC(c3nc4ccccc4[nH]3)C2)c1 (stereo not given) | 6% | 1% | 5% | 1.2% | 54%
CC(=O)c1ccc(N2CCN(C(=O)c3ccc4c(=O)n(-c5ccccc5)c(=O)[nH]c4c3)CC2)cc1 | -12% | 8% | -3% | 0.0% | 3%
CCC(CC)C(=O)NCc1ccc(Cl)cc1 | -2% | 1% | 1% | i | 5%
CCCN=C1N/C(=C\c2ccco2)C(=O)N1c1ccccc1 | -1% | 3% | -7% | 1.0% | 6%
CCC(C)OC(=O)c1c(N)n(Cc2cccs2)c2nc3ccccc3nc12 (stereo not given) | -1% | -3% | -10% | 0.9% | 37%
COc1cccc(N2CCN(C3CC(=O)N(c4ccc(Cl)c(Cl)c4)C3=O)CC2)c1 (stereo not given) | -14% | 6% | 4% | 7.4% | 74%
Fc1cccc(Cl)c1CSc1nnc(COc2cccc3cccnc23)o1 | -1% | 4% | -14% | 4.9% | 6%
O=C(Nc1nc2ccc3ccccc3c2s1)c1ccc(N2CCCCC2)c([N+](=O)[O-])c1 | -5% | -4% | 1% | 0.3% | -2%
CCOC(=O)N1CCN(c2nnnn2-c2ccccc2)CC1 | -3% | -6% | -6% | 0.6% | -10%
COCCNC(=O)C(=O)NNS(=O)(=O)c1ccc(Cl)cc1 | 1% | -1% | -5% | 1.6% | 0%
C/C(=N\NC(=O)c1cccc(S(=O)(=O)N2CCCC2)c1)c1ccc(C)cc1 | 0% | 5% | -7% | 1.5% | 3%
C/C(=N\NC(=O)c1ccccc1)c1ccc(NC(=O)c2cccs2)cc1 | 0% | -1% | -5% | 0.4% | 1%
CCOC(=O)C1=C(COC(=O)/C=C/c2ccc(C)o2)NC(=O)NC1C (stereo not given) | / | -3% | 3% | i | 13%
CC(=O)OCC(=O)NCc1ccc2c(c1)OCO2 | 1% | 5% | -11% | 0.2% | -6%
CCOCCCNC(=O)C(NC(=O)CC1NC(=O)NC1=O)c1ccc(Cl)cc1 (stereo not given) | -8% | 5% | 3% | 1.6% | 23%
CC(Oc1ccccc1)C(=O)Nc1ccc(S(=O)(=O)N2CCCC2)cc1 (stereo not given) | -8% | -7% | 9% | 2.3% | 13%
O=C(CSc1nc2ncc(Cl)cc2[nH]1)N1CCOCC1 | / | 4% | -26% | 2.6% | 7%
CC1=NN(c2ccc([N+](=O)[O-])cc2)C(=O)C1 | / | / | -1% | 0.9% | /
c1ccc(-c2[nH]c(-c3ccccc3)[n+](CC3CO3)c2-c2ccccc2)cc1 (stereo not given) | -2% | 11% | 6% | 1.5% | 60%
Later entries
SMILES | PhoP GFP inhibition | H37Rv inhibition | H1N1 NS1A inhibition | VEEV TC-83 Vero | M. tuberculosis | others
CCOC(=O)C1CCCN(C(=O)c2cccs2)C1 (stereo not given) | 4% | -7% | -3% | 0.2% | 4%
COc1ccc2cc3c(N)nn(C(=O)c4ccc(Cl)c([N+](=O)[O-])c4)c3nc2c1 | -7% | 0% | -14% | 10% | -6%
O=C(COC(=O)/C=C/c1ccc(OC(F)F)cc1)Nc1cccc(S(=O)(=O)N2CCOCC2)c1 | / | 4% | -3% | 1.8% | 10%
COc1ccc(CCNC(=O)c2cccc(S(=O)(=O)N3CCCCC3)c2)cc1 | 10% | -1% | -4% | 0.2% | 4%
COc1ccccc1NC(=O)CSc1nnc(-c2ccncc2)o1 | 0% | -2% | -32% | 4.0% | -1%
COc1ccc(-c2noc(C3CCCN(C(=O)Nc4ccccc4F)C3)n2)cc1 (stereo not given) | -24% | 4% | -13% | 1.7% | 60%
O=c1c(=O)n2c(nn1Cc1ccc(F)cc1)sc1ccccc12 | -4% | 8% | 1% | 7.8% | 1%
CN(C(=O)COC(=O)COc1ccc(Cl)cc1)C1CCCCC1 | -2% | 60% | -1% | i | 76%
